Sm TGR block: blocks Schistosoma mansoni thioredoxin glutathione reductase; Potency, µM (doses to about 114 µM), for the others: top-dose activity change, negative = inhibition, hits mostly inhibitors; 360,000 tested, 3% active; Q962Y6; purified TGR, DTNB reduction, TNB absorbance 405 nm; note: potency is the fitted concentration of half-maximal effect; nearly all actives have a fitted effect of over 60% in size
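First, TGR (20 nM dispensed) and NADPH were mixed with compound. Second, a 15 min room-temperature incubation followed. Third, further NADPH and then DTNB were added to start the reaction. Finally, TNB absorbance was monitored kinetically.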
Giardia FBPA inh: blocks Giardia fructose-bisphosphate aldolase activity; A8B2U2; purified Giardia FBPA; Potency, µM (top dose mostly 59.6 µM), inactives show at the highest dose activity, negative = inhibition, usual class: inhibitors; 290,000 tested, 0.71% active; note: potency is the fitted concentration of half-maximal effect; nearly all actives have a fitted effect of over 55% in size
Target sequence (A8B2U2 whole entry, looked up): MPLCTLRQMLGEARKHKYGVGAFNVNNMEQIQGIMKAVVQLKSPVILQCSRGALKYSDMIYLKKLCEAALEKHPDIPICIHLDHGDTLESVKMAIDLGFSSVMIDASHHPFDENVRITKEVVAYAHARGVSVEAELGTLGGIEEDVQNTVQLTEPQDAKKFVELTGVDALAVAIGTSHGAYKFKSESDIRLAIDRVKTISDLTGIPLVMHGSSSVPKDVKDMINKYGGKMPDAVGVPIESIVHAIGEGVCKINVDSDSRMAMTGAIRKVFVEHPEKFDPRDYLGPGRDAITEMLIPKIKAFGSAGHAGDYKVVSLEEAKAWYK
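Giardia FBPA (40 nM reagent) was preincubated 10 min at RT with compound (up to 57.5 uM final), then substrate plus GAPDH/TPI/NAD/arsenate coupling system with diaphorase/resazurin was added; resorufin fluorescence (525/598 nm) was read after 20 min.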
HCV inh: HCV inhibition. Huh7.5.1 HCVcc-Cre infection, luciferase reporter, 44 h. Potency, µM (series often up to 41.8 µM), for the others: at the top dose activity change, negative = inhibition, hits mostly inhibitors. 340,000 tested, 3.4% active; note: potency is the fitted concentration of half-maximal effect
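Whole-lifecycle infectious HCVcc-Cre system; cells 1,000/well, compound then virus (~0.5 moi) added 4 h after plating, 44 h culture. Luciferase read 15 sec following 15 min substrate incubation, room temp.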
HCMV inh: inhibitors of human cytomegalovirus | HFF cells, HCMV-luciferase reporter, 72 h; active compounds read low | 410,000 tested, 4.5% active | activity change, negative = inhibition, % at 57.5 µM; in the data active = activity change below about -60%; inconclusive = no clear call, values can overlap the other calls; inactive = above about -39%
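Two compound doses tested in HFFs infected with HCMV-luciferase, MOI 1 PFU/cell, 72 h at 37C. Lysate luminescence read with OneGlo; data normalized against buffer-only and 10uM Salinomycin inhibitor controls.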
AmpC no deterg: inhibitors of E. coli AmpC beta-lactamase without detergent; AmpC nitrocefin hydrolysis, absorbance 480 nm, 0.0001% Triton; Potency, µM (doses to about 57.1 µM), for the others: top-dose activity change, negative = inhibition, hits mostly inhibitors; 330,000 tested, 0.52% active; P00811;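 note: potency is the fitted concentration of half-maximal effect; plate controls were no compound for no effect and no enzyme for full effect; nearly all actives have a fitted effect of over 20% in size; some results filed as inactive show a strong effect at the top dose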
Target sequence (P00811 whole entry, looked up): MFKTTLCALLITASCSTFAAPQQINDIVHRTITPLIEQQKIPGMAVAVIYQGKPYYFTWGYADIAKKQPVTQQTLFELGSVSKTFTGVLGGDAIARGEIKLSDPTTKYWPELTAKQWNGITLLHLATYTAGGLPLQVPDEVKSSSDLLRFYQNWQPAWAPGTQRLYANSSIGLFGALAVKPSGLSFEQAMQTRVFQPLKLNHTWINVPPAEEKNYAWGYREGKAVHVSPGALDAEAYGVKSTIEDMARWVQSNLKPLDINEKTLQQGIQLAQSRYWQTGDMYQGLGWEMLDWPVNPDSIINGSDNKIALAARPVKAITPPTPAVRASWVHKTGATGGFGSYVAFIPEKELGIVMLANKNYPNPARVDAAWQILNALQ
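20 mM phosphate pH 7.0 + 0.01% (detergent screen) or 0.0001% Triton X-100; 5.3 nM AmpC reagent; cpd preinc 15 min RT; nitrocefin (800 uM stock) to start; A480 q20 s × 4 min; Activity was normalised to no-enzyme and no-compound control wells.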
AmpC detergent: AmpC beta-lactamase inhibition with detergent present | P00811 | AmpC hydrolysis of nitrocefin, absorbance 480 nm, 0.01% Triton | Potency, µM (top dose mostly 114 µM), without a hit: at the highest dose activity change, negative = inhibition, actives largely listed as inhibitors | 370,000 tested, 0.041% active;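 note: potency is the fitted concentration of half-maximal effect; 0% = no-compound wells and -100% = no-enzyme wells; nearly all actives have a fitted effect of over 25% in size; some results filed as inactive show a strong effect at the top dose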
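20 mM phosphate pH 7.0 + 0.01% (detergent screen) or 0.0001% Triton X-100; 5.3 nM AmpC reagent; cpd preinc 15 min RT; nitrocefin (800 uM stock) to start; A480 q20 s × 4 min; Activity was normalised to no-enzyme and no-compound control wells.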
* hit, by the source's call; ? = inconclusive; / = no result given; [ ] = remark or other dose. Unless noted, calls come from the whole dose curve; as a rule, active = well fitted curve in the direction sought with a large enough effect; inconclusive = small, poorly fitted or top-dose-only effect, or another doubt; inactive = no such curve, though single readings can be large; an effect the other way counts as inactive or inconclusive. Unless noted, % is set by controls: 0 for no effect and ±100 for the full control effect.

SMILES	Sm TGR block	Giardia FBPA inh	HCV inh	HCMV inh	AmpC no deterg	AmpC detergent
COCCn1c(SCC(=O)Nc2ccc(Cl)c(S(=O)(=O)N(C)C)c2)nc2ccccc21	-8%	0%	?	1	17%	1%
CC(C)(C)c1ccc(CSc2nc3c(c(=O)[nH]2)CCCC3)cc1	-11%	/	/	-19	/	-4%
CCN1CCCC1CNC(=O)c1ccc2c(c1)NC(=O)/C(=C\c1ccc(C)cc1)S2 (stereo unspecified)	-11%	1%	6.3µM*	-37	128%[activator]	-8%
COC(CNC(=O)CCCn1nnnc1CN1CCOCC1)c1cccs1 (stereo unspecified)	-14%	9%	4%	22	-7%	?
c1ccc(-c2nnc3ccc(N4CCCC4)nn23)cc1	-6%	4%	?	-22	-36%	?
C=CCOc1nc2c(c(=O)n(C)c(=O)n2C)n1Cc1c(Cl)cccc1Cl	1%	-7%	-7%	3	-1%	1%
C/C=C/c1ccc(Oc2nnnn2-c2ccc(C(=O)O)cc2)c(OC)c1	35µM*	29%	8%	-1	-20%	3%
Cc1ccc(C(=O)OCC(=O)NNC(=O)c2cccs2)c(O)c1	12%	/	34%[activator]	6	-10%	-22%
COc1cc(NC(=O)c2cc3cc4ccc(C)cc4nc3o2)cc(OC)c1OC	0%	/	/	-40	/	2%
CN1CCN(C(=S)c2cn(CCOc3ccccc3)c3ccccc23)CC1	2%	-15%	1%	?	176%[activator]	12%
O=C(NCCc1c[nH]c2ccccc12)c1ccc(Cl)cc1	-2%	-3%	?	43	-17%	2%
O=C(Nc1cc(Cl)ccc1Cl)c1cc(S(=O)(=O)NCCc2ccccc2)ccc1F	6%	/	/	-15	/	10%
COc1ccc([N+](=O)[O-])cc1NC(=O)CSc1nccc(C)n1	-2%	1%	-1%	?	-21%	-12%
CC12CN3CCN(CC(C3)C1(O)CN1CCOCC1)C2 (stereo unspecified)	-13%	7%	-1%	24	104%[activator]	-10%
Oc1ccccc1C1N=C(c2ccccc2)NC(c2ccccc2)=N1	1%	-7%	-8%	-9	-25%	-1%
CCOC(=O)c1ccc(Oc2nc(N(C)C)nc(N(C)C)n2)cc1	11%	0%	-13%	23	59%	?
Cn1c(CN2CCOCC2)nnc1SCC(=O)Nc1cc(Cl)ccc1Cl	-2%	8%	23%	7	0%	4%
CCOc1ccccc1CNC(=O)c1oc2c(c1C)-c1[nH]ncc1CC2	-1%	/	/	-10	/	20%
CC1(C)CC(Nc2ccc(Nc3ccccc3)cc2)CC(C)(C)N1	6.3µM*	-24%	-19%	-37	2%	-13%
Cc1cccc(C)c1OCC(=O)Nc1ccc(Cl)cc1C(=O)c1ccccc1	3%	/	/	3	/	16%

Pulled by structure from the entries so far, 3 records:
SMILES	Sm TGR block	Giardia FBPA inh	HCV inh	HCMV inh	AmpC no deterg	AmpC detergent
CCN1CCCC1CNC(=O)c1ccc2c(c1)NC(=O)/C(=C\c1ccc(C)cc1)S2 (stereo unspecified)	-11%	1%	6.3µM*	-37	128%[activator]	-8%
CC1(C)CC(Nc2ccc(Nc3ccccc3)cc2)CC(C)(C)N1	6.3µM*	-24%	-19%	-37	2%	-13%
CCOc1ccccc1CNC(=O)c1oc2c(c1C)-c1[nH]ncc1CC2	-1%	/	/	-10	/	20%

Further compounds.
SMILES	Sm TGR block	Giardia FBPA inh	HCV inh	HCMV inh	AmpC no deterg	AmpC detergent
CCN(CC)c1ccc(NC(=O)Cn2nc3c(cc2=O)CCCC3)c(C)c1	10%	/	/	-13	/	-5%
C[C@H]1CN=C(Nc2ccccc2)N1CCC1CCCC1	-10%	15%	-15%	-21	2%	?
Cc1ccccc1OCC(=O)Nc1ccccc1C(=O)OCc1cc(=O)n2ccsc2n1	-14%	/	/	46	/	2%
CN(CCCC(=O)Nc1ccc(OC(F)F)cc1)S(=O)(=O)c1ccc(F)cc1	8%	3%	11µM*	-31	3%	6%
CCc1noc(C)c1C(=O)N1CCCC(C(=O)c2cc(F)ccc2OC)C1 (stereo unspecified)	11%	6%	0%	-16	21%	4%
COc1ccc(C2=NS(=O)(=O)N(C)C(C(=O)NCc3ccccn3)=C2)cc1OC	6%	6%	-27%	4	-5%	-16%
COCCC1CCCCN1C(=O)c1cc(COc2ccc(-n3cncn3)cc2)on1 (stereo unspecified)	-9%	/	10µM*	-74*	89%	1%
Cc1ccc(S(=O)(=O)NC(=NC(Cc2ccccc2)C(=O)O)c2ccccc2)cc1 (stereo unspecified)	-4%	-17%	9%	24	-28%	-11%
O=C(OCN1C(=O)C(=O)c2ccccc21)c1ccc(Cl)cc1	0%	-3%	12%	50	-29%	-6%
O=C(Nc1ccc(F)cc1F)c1ccc2c(O)c(S(=O)(=O)c3ccc(Cl)cc3)c(=O)[nH]c2c1	-7%	/	/	-5	/	0%
COC(=O)c1cc(OC)c(OC)cc1NC(=O)C1CCC(=O)N1S(=O)(=O)c1ccc(C)cc1 (stereo unspecified)	3%	-5%	7%	?	-21%	-3%
COc1ccc(Cl)cc1NC(=O)CN1CCCC1	1%	-3%	-18%	-11	-35%	-15%
O=C(CSc1ccsc1[N+](=O)[O-])NCc1ccccc1	?	0%	-12%	125	-24%	-15%
ClCC1NCC(c2ccccc2Cl)c2c1[nH]c1ccccc21 (stereo unspecified)	-12%	?	-22%	-23	-22%	-1%
CN(C(=S)Nc1ccc(SC(F)F)cc1)C(c1ccccc1)c1ccccc1	-26%	3%	?	-72*	-38%	1%
Cc1ccc(C(=O)/C=C/c2ccccc2)o1	2%	-6%	-25%	9	-11%	3%
CCOC(=O)c1ccc(N=C2S/C(=C\c3cc(C)n(-c4cccnc4)c3C)C(=O)N2C)cc1	0%	0%	0%	4	-30%	-4%
S=c1[nH]cnc2scc(-c3ccccc3)c12	-22%	8%	-4%	-77*	-38%	-11%
Cc1cc(C)n(Cc2cc(C(=O)O)c3ccccc3n2)n1	8%	?	6%	-27	-18%	3%
CCN(CC)S(=O)(=O)c1ccc2c(c1)N(CC(=O)Nc1c(C)cc(C)cc1C)C(=O)C1CCCN21 (stereo unspecified)	1%	/	/	12	/	-4%

Molecules listed so far that contain a COOH group:
SMILES	Sm TGR block	Giardia FBPA inh	HCV inh	HCMV inh	AmpC no deterg	AmpC detergent
C/C=C/c1ccc(Oc2nnnn2-c2ccc(C(=O)O)cc2)c(OC)c1	35µM*	29%	8%	-1	-20%	3%
Cc1ccc(S(=O)(=O)NC(=NC(Cc2ccccc2)C(=O)O)c2ccccc2)cc1 (stereo unspecified)	-4%	-17%	9%	24	-28%	-11%
Cc1cc(C)n(Cc2cc(C(=O)O)c3ccccc3n2)n1	8%	?	6%	-27	-18%	3%

Remaining list, next part.
SMILES	Sm TGR block	Giardia FBPA inh	HCV inh	HCMV inh	AmpC no deterg	AmpC detergent
COc1ccccc1OCC(=O)N1CCCC(Nc2ccc(F)c(F)c2)C1 (stereo unspecified)	-4%	/	17%	-14	46%	-12%
COc1ccc(C2Nc3ccccc3C(=O)N2Cc2ccccc2)cc1COc1ccccn1 (stereo unspecified)	-8%	-7%	-2%	-1	16%	3%
CCOc1ccc(S(=O)(=O)Nc2cccc(C(=O)NCC(C)(C)N3CCOCC3)c2)cc1	0%	/	-4%	-34	-32%	-16%
O=C(COCc1nc2ccccc2c(=O)[nH]1)NC1CCCC1	-1%	6%	25%	-4	-5%	?
Cc1ccc(C)c(N(C)C(=O)C2CCN(c3ncnc4c3nc3n4CCCCC3)CC2)c1	21%	/	/	13	/	16%
Cc1ccc(Nc2ncnc3c2cnn3C)cc1	/	-14%	-23%	9	-18%	-9%
O=C(CN1C(=O)CSc2ccc(S(=O)(=O)N3CCOCC3)cc21)NCc1ccc(Cl)cc1	3%	4%	-22%	-28	3%	2%
CC(C)c1cc(Nc2cccc(O)c2)cc(C(C)C)c1O	8.9µM*	-28%	/	/	-41%	3%
COc1ccc2nc(NC(=O)CSc3ccccc3)sc2c1	1%	-7%	?	-9	-37%	2%
COn1c(-c2ccc(Cl)cc2)nc2ccc(Cl)cc21	13%	-18%	?	43	-33%	-9%
Cc1nc2ccc(S(=O)(=O)NCC(=O)N3CCC(C)CC3)cc2s1	4%	8%	1%	-22	-4%	-7%
CN(Cc1ccc2c(c1)OCO2)C(=O)c1cc(-c2ccccc2)c(N2CCOCC2)s1	3%	/	10µM*	0	-9%	-15%
COc1ccccc1NC(=O)N1CC(=O)Nc2sc3c(c2C1c1ccccc1)CCCC3 (stereo unspecified)	-7%	/	/	6	/	-5%
CC(C)(C)c1ccc(C(=O)N/C(=C\c2ccco2)C(=O)O)cc1	/	-17%	-3%	5	-18%	7%
CCC(C)(C)NC(=O)C(c1ccc(OC)cc1)N(Cc1ccco1)C(=O)CCC(=O)Nc1cc(C)on1 (stereo unspecified)	-5%	3%	?	-22	-2%	-10%
COC(=O)C1CCN(C(=O)/C=C/c2ccccc2)CC1	-1%	-3%	6%	31	-2%	?
Cc1ccc(NC(=S)NC(=O)/C=C/c2ccco2)c(O)c1	18µM*	-28%	?	-64*	-52%	8%
COc1cccc(NC(=O)CSc2nnc(Cc3ccc(OC)c(OC)c3)o2)c1	-1%	5%	-9%	-2	-4%	-2%
FC(F)(F)c1ccc(N2CCOCC2)c(NC2=NCCCCC2)c1	?	-7%	12%	17	-10%	-12%
O=C(Nc1nc(-c2ccccc2)ns1)c1cccs1	3%	-16%	-13%	13	-38%	-12%
CCCCn1c(N)c(N(CC(C)C)C(=O)CN2C(=O)NC3(CC(C)CC(C)(C)C3)C2=O)c(=O)[nH]c1=O (stereo unspecified)	-7%	/	?	-10	35µM*	-10%
COc1ccc(C(=O)NCCC2=CCCCC2)cc1[N+](=O)[O-]	-4%	-2%	?	-38	-11%	2%
COCCN(CCOC)C(=O)c1ccc(NS(=O)(=O)c2ccc3c(c2)OCCO3)cc1	-6%	/	25%	-25	41%	6%
Cc1ccnc(NC(c2cc(C)ccc2O)c2ccc3cccnc3c2O)c1 (stereo unspecified)	0.35µM*	/	/	110	/	7%
CCn1nc(NC(=O)CC(C)C)c2cc3cccc(C)c3nc21	12%	1%	?	-19	-22%	1%
CC(C)C(=O)N1CCN(c2ccc(NC(=O)c3ccc([N+](=O)[O-])o3)cc2)CC1	?	-11%	?	-98*	-13%	-8%
COCCCn1c(C)nnc1SCC(=O)Nc1cccc(C)c1	-21%	-2%	8%	-10	2%	?
Cn1c(=O)cc(SCC(=O)NCc2ccc(F)cc2)c2ccc(Cl)cc21	4%	/	/	15	/	3%
COC(=O)c1nnn(-c2nonc2N)c1CSc1nnc(C)s1	0%	10%	9%	-33	-11%	?
CN(C)c1cccc(N=C2C=C(N3CCOCC3)CC(C)(C)C2)c1	-8%	-7%	0%	21	-10%	3%
Cc1ccc(NC(=O)c2cnc(N3CCCC3)nc2C)cc1F	1%	/	/	-15	/	-5%
Cc1ccc(NS(=O)(=O)c2c(C)nc3sccn3c2=O)c(C)c1	-18%	5%	-7%	-22	-27%	-17%
CN(CCOc1ccc(Cl)cc1)CC(=O)Nc1ccc(OC(F)(F)F)cc1	-12%	-2%	?	17	59%	-6%
Cc1ccc(C(=O)N2CC(=O)Nc3ccc(F)cc3C2c2ccc(F)cc2)cc1[N+](=O)[O-] (stereo unspecified)	5%	-17%	-4%	4	-17%	7%

Assay outcomes: PubChem BioAssay, National Center for Advancing Translational Sciences (NCATS)
